Bioassay records: PubChem BioAssay, Broad Institute
ERAP1 HTS inh: human ERAP1 aminopeptidase inhibitors, primary screen, biochemical, single point, plate reader. Endoplasmic reticulum aminopeptidase 1 (Homo sapiens), Q9NZ08. recombinant ERAP1, Leu-AMC fluorescence, 60 min. inhibition, % at 10.7 µM. 0.15% of 340,000 active. AID 652197, 2013;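 active = mean replicate inhibition of at least 30%, or all replicates individually reaching that 30% level; inactive = mean below 30% and not every replicate reaching it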;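 also: 0% = neutral control wells and 100% = L-leucinethiol positive control wells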
ERp5 block: inhibitors of ERp5-driven insulin aggregation, primary screen, biochemical, turbidity, absorbance 650 nm, single point | inhibition, % at 9.99 µM | 90 min | 0.05% of 350,000 active | AID 651711, 2012;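 active = mean replicate inhibition above about 25%, with every replicate also reaching it, limit read from the data, passing the limit was not always enough; inconclusive = only one of those two criteria met; inactive = neither criterion met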
Target sequence (Q15084 whole entry, looked up): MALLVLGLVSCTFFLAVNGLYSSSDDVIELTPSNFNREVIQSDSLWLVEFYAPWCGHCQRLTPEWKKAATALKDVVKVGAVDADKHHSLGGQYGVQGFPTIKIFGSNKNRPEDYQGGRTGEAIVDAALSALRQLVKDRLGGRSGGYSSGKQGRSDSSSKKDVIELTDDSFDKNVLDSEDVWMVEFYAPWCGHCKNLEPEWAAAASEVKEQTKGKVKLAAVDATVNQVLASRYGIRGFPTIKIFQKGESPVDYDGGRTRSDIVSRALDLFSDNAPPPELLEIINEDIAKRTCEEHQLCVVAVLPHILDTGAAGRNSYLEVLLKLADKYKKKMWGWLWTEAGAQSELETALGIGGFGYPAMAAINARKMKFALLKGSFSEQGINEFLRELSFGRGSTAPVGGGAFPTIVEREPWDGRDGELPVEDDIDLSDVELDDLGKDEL
CFTR F508del cor: F508del CFTR correction, initial screen, CFBE line, single point. CFBE cells, YFP halide quenching; stimulated with forskolin plus potentiator P3; % fluorescence drop versus neutral controls. activity (quench increase), % at 7.58 µM. 0.36% of 350,000 active;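 active = mean added fluorescence quench of at least 8% versus neutral control, with both replicates also reaching 8%; inconclusive = only one of the mean or replicate conditions met; inactive = mean below 8% and not both replicates reaching 8%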;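 also: cells transiently co-express mutant CFTR-F508del with the halide-sensitive YFP; corrector assay measuring rescue of mutant channel to the surface after 24 h compound exposure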
CASP6 VEID inh: human caspase-6 inhibitors, primary screen, biochemical, VEID-R110 fluorescence, single point, set 2 | 0.53% of 350,000 active | purified caspase-6, Z-VEID-R110 cleavage fluorescence | P55212 | AID 686996, 2013 | inhibition, % at 12.5 µM;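 active = mean inhibition across replicates at least about 35%, with every replicate also reaching that limit, limit read from the data; inconclusive = only one of the two criteria met; inactive = neither criterion met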;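 also: 0% = median of neutral control wells and 100% = no fluorescence left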
Target sequence (P55212 24-179 limits assumed): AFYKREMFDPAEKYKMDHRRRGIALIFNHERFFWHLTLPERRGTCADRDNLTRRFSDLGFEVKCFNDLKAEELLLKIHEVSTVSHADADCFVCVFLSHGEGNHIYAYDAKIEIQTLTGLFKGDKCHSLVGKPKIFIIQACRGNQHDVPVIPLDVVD
Target sequence (P55212 194-293 limits assumed): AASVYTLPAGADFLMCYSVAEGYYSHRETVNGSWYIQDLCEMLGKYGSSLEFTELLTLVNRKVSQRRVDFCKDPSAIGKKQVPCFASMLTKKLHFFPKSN
DENV2 CPE rescue: inhibitors of DENV2 cytopathic effect, primary screen, cell-based, plate reader, single concentration. DENV2-infected cells, cytopathic effect rescue. CPE inhibition, % at 9.99 µM. 1.7% of 350,000 active; in the data active = CPE inhibition above about 20%, passing the limit was not always enough; inconclusive = no clear call, values can overlap the other calls; tested in BHK-21 cells;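 also: 0% = median of neutral control wells and 100% = median of positive control wells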
miR-122 sensor: miR-122 Renilla sensor signal increase in Huh7, primary screen, miR-122 inhibitor project, cell-based, single point, plate reader. activation (reporter increase), % at 12.5 µM. Huh7 miR-122 Renilla luciferase sensor, 48 h; neutral wells = 0, positive control = 100. 0.3% of 340,000 active;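 active = mean replicate activation score at least 90 and every replicate individually at or above 90; inconclusive = only one of the two criteria met; inactive = neither criterion met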;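 also: higher luciferase means less miR-122 activity so hits act as miR-122 inhibitors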
SIRT5 block: SIRT5 desuccinylase inhibitors, primary screen, biochemical, fluorescence imaging, single point, set 5. NAD-dependent protein deacylase sirtuin-5, mitochondrial (Homo sapiens), Q9NXA8. Purified SirT5, succinyl-peptide AMC, trypsin-coupled fluorescence. inhibition, % at 15 µM. 1.1% of 330,000 active. AID 652115, 2013; in the data active = inhibition above about 15%; inconclusive = no clear call, values can overlap the other calls
Target sequence (Q9NXA8 whole entry, looked up): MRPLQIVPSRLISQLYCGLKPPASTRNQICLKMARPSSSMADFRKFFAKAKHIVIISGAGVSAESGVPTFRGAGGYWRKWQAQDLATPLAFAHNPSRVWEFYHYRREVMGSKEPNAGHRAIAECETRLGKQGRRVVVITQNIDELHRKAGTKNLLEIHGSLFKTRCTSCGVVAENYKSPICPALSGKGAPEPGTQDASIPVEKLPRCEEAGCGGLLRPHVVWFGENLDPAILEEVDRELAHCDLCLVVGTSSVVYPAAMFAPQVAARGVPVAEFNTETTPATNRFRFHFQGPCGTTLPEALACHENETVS
* = called active by the depositor; u = inconclusive; x = not tested or not shown; [ ] = another dose, or the depositor's remark.

SMILES | ERAP1 HTS inh | ERp5 block | CFTR F508del cor | CASP6 VEID inh | DENV2 CPE rescue | miR-122 sensor | SIRT5 block
Cc1noc(C)c1NC(=O)Nc1ccc2c(c1)C(=O)N([C@@H](C)CO)C[C@H](C)[C@H](CN(C)C(=O)NC1CCCCC1)O2 | 1 | 6 | -0.2 | -1 | 2 | 5[16.7 µM] | 0
COc1ccc(C2CC(c3cccc(Br)c3)=NN2c2ccc(S(N)(=O)=O)cc2)cc1 (configuration not stated) | -4 | 2 | 10* | 2 | -15 | 8 | 8
O=C(C[C@H]1CC[C@H]2[C@@H](COC[C@H](O)CN2C(=O)Cc2ccccc2)O1)NC1Cc2ccccc2C1 | x | x | 1.6 | x | 6 | -3[16.7 µM] | x
CCn1c(-c2ccccc2)c(C(=O)CCl)c2ccccc21 | -1 | -3 | 3.8 | 6 | 1 | -15 | 0
COC(=O)[C@H](c1ccccc1Cl)N1CCc2sccc2C1 | -2 | 2 | -3.6 | 2 | 10 | -1 | -8
COc1cccc(CNc2ccc3[nH]c(=O)[nH]c3c2)c1OCc1ccc(F)cc1 | 0 | 0 | -1.3 | -1 | 0 | -12 | -6
Cc1nc2c(N=Nc3ccccc3F)c(N)nn2c(N)c1C#N | -8 | 0 | -2.1 | 8 | 6 | x | 2
Cc1ccc2[nH]c(=O)c(-c3noc(CC(C)C)n3)cc2c1 | -3 | 3 | 1.1 | 1 | 7 | 0 | -1
COC(=O)c1nc(-c2ccc(C)cc2)[nH]c1C(C)(C)C | x | 7 | -3.5 | 4 | -3 | 4 | -3
CCNC(=O)COc1ccc(/C=N/NC(=O)c2cccnc2)cc1OC | -2 | -7 | 1.0 | 1 | 2 | x | 2
CCC(=O)N1[C@@H]2CN(S(=O)(=O)c3ccccc3C)c3ccccc3[C@@H]2[C@@H]1CO | 2 | -1 | 2.5 | 2 | -3 | 14[16.7 µM] | -2
COc1ccc(NC(=O)N2CCCCN3[C@H](C2)[C@@H](c2ccc(-c4ccccc4C)cc2)[C@@H]3CO)cc1 | 0 | -4 | -5.5 | -1 | 8 | -3[16.7 µM] | 1
CCOc1ccc(NC(=O)CN(C)C(=O)CN2C(=O)NC3(CCCC3)C2=O)cc1OCC | 6 | 2 | -0.6 | 1 | 5 | 3 | -4
O=C(Nc1ccc2c(c1)OCCO2)c1cccs1 | -3 | 2 | -1.9 | -1 | x | 4 | 0
C=CC[C@@H](CC(=O)N(CCO)Cc1ccccc1)C(=O)NCCOC(=O)[C@@H](CC=C)Cc1ccc(F)cc1 | -2 | 2 | -1.9 | 1 | 1 | x | 0
CC(C)c1ccc(C2c3[nH]c4ccccc4c3C[C@H]3C(=O)N(c4ccccc4C(=O)N4CCC[C@H]4C(=O)O)C(=O)N23)cc1 (some centres not stated) | 14 | -1 | -0.8 | 4 | -17 | -19 | 3
C[C@@H]1CCCCO[C@@H](CN(C)C(=O)NC2CCCCC2)[C@H](C)CN([C@@H](C)CO)C(=O)c2cc(NC(=O)C3CCCCC3)ccc2O1 | 4 | 1 | -4.9 | 2 | 10 | -9[16.7 µM] | 2
CCCCN(C(=O)COC(=O)C1(c2ccccc2)CC1)c1c(N)n(CCC)c(=O)[nH]c1=O | -2 | 10 | 1.6 | 0 | 2 | -5 | x
COc1ccccc1NC(=O)N[C@H]1CC[C@@H](CC(=O)N[C@@H](C)c2ccccc2)O[C@@H]1CO | -6 | 7 | 0.0 | 7 | 0 | x | 1
Cc1[nH]c2ccccc2c1/C=N/NC(=O)c1cccs1 | 0 | -3 | -1.6 | -2 | -4 | x | 3

Exported as comma-separated lines: entries from further up
SMILES,ERAP1 HTS inh,ERp5 block,CFTR F508del cor,CASP6 VEID inh,DENV2 CPE rescue,miR-122 sensor,SIRT5 block
Cc1noc(C)c1NC(=O)Nc1ccc2c(c1)C(=O)N([C@@H](C)CO)C[C@H](C)[C@H](CN(C)C(=O)NC1CCCCC1)O2,1,6,-0.2,-1,2,5[16.7 µM],0
COc1ccc(C2CC(c3cccc(Br)c3)=NN2c2ccc(S(N)(=O)=O)cc2)cc1 (configuration not stated),-4,2,10*,2,-15,8,8
O=C(C[C@H]1CC[C@H]2[C@@H](COC[C@H](O)CN2C(=O)Cc2ccccc2)O1)NC1Cc2ccccc2C1,x,x,1.6,x,6,-3[16.7 µM],x
CCn1c(-c2ccccc2)c(C(=O)CCl)c2ccccc21,-1,-3,3.8,6,1,-15,0
COC(=O)[C@H](c1ccccc1Cl)N1CCc2sccc2C1,-2,2,-3.6,2,10,-1,-8
COc1cccc(CNc2ccc3[nH]c(=O)[nH]c3c2)c1OCc1ccc(F)cc1,0,0,-1.3,-1,0,-12,-6
Cc1nc2c(N=Nc3ccccc3F)c(N)nn2c(N)c1C#N,-8,0,-2.1,8,6,x,2
Cc1ccc2[nH]c(=O)c(-c3noc(CC(C)C)n3)cc2c1,-3,3,1.1,1,7,0,-1

Further compounds follow.
SMILES | ERAP1 HTS inh | ERp5 block | CFTR F508del cor | CASP6 VEID inh | DENV2 CPE rescue | miR-122 sensor | SIRT5 block
C=CC#CC[N+]1(CC#Cc2ccccc2)CCOCC1 | 15 | 12 | 0.7 | -29 | 5 | 26 | 0
CCN(CC)S(=O)(=O)c1ccc(NC(=O)COC(=O)c2c[nH]c(=O)[nH]c2=O)cc1 | 5 | -3 | -1.7 | -3 | 1 | 2 | 1
COc1ccc(CCn2c(=N)c(C(=O)NC3CCCC3)cc3c(=O)n4ccccc4nc32)cc1 | -4 | -5 | -1.0 | 3 | 8 | 1 | -1
OC[C@@H]1[C@@H](c2ccc(C#CC3CC3)cc2)[C@H]2CN(CCC(F)(F)F)CCCCN12 | 1 | -3 | 0.7 | -2 | -2 | 18[16.7 µM] | 0
CCCS(=O)(=O)NC(=O)C1(C)CCN(C(=O)COc2ccccc2)C1 (configuration not stated) | 2 | 7 | -1.9 | -2 | -4 | x | x
COc1ccc(NC(=O)Nc2cc(NC(=O)Nc3ccc(OC)cc3)c(C)nc2C)cc1 | -6 | 3 | x | 1 | -6 | x | 1
Cc1ccccc1C1CCCN(Cc2nc(CC3CC3)no2)C1 (configuration not stated) | 3 | 3 | -1.9 | 2 | 4 | -1 | -1
COc1ccc(-n2ncc3c2CC(C)(C)CC3NC(=O)c2c(C)cc(=O)oc2C)cc1 (configuration not stated) | 2 | -7 | -3.6 | -4 | 3 | -4 | 2
COc1cccc(CC(=O)Nc2nc(-c3cccnc3)cs2)c1 | -1 | -4 | 0.4 | 1 | 2 | x | -7
Cc1cc(C)c2cc(C(=O)N3CCN(c4ncccc4C(F)(F)F)CC3)[nH]c2c1 | 1 | -3 | 3.8 | -3 | 7 | 7 | -2
O=C(Nc1ccccc1)c1ccc(S(=O)(=O)N2CCCCC2)cc1 | x | -1 | -0.3 | -1 | 4 | 0 | x
COc1ccccc1-n1nc(C)cc1N | 8 | -4 | 0.6 | 0 | 10 | -8 | 0
COc1cc(/C(C)=N/NC(=O)CN2CCN(S(=O)(=O)c3ccc(C)cc3)CC2)ccc1O | x | -4 | 1.1 | 1 | -2 | -7 | -5
Cc1nc2cc(NC(=O)CS(=O)(=O)c3ccc(F)cc3)ccc2s1 | 3 | 3 | -1.1 | 1 | -5 | x | 5
Cc1ccc(S(=O)(=O)N[C@H]2CC[C@H](CC(=O)N3CCN(c4ccccc4)CC3)O[C@H]2CO)cc1 | -1 | 3 | 0.6 | -2 | 2 | x | -4
CO[C@@H]1CN(C)C(=O)c2cc(NS(C)(=O)=O)ccc2OC[C@@H](C)N(C)C[C@H]1C | -3 | 6 | 0.4 | -2 | 11 | x | 3
Cc1cc(NS(=O)(=O)c2ccc(NC(=S)NC(=O)c3cccc(S(=O)(=O)N(C)C)c3)cc2)no1 | 2 | 4 | 0.2 | 3 | -2 | -1 | -1
CC(=O)OCC1(C)CN(c2ccccc2)N(C(C)=O)C1=O (configuration not stated) | 7 | -2 | -2.0 | -1 | 0 | x | -4
CNC[C@@H]1OCCCC[C@@H](C)Oc2ccc(NS(=O)(=O)c3c(C)noc3C)cc2C(=O)N([C@H](C)CO)C[C@@H]1C | x | x | -1.4 | x | -11 | 1[16.7 µM] | x
O=c1c2ccccc2n(CC(O)CN2CCOCC2)c2ccccc12 (configuration not stated) | -44 | -1 | 1.1 | -2 | -5 | x | -5
CCCN1CCN(C(=O)CS(=O)(=O)Cc2nc(-c3cccc(OC)c3)oc2C)CC1 | -2 | -4 | -0.9 | -3 | 4 | -1 | 5
COc1ccc(CN(C)C[C@@H]2Oc3c(NC(=O)Nc4c(C)noc4C)cccc3C(=O)N([C@@H](C)CO)C[C@H]2C)cc1 | 1 | -4 | 1.8 | 0 | -7 | -3[16.7 µM] | -1
COc1ccc(-c2nc(CNS(=O)(=O)c3cc(OC)ccc3OC)cs2)cc1 | -1 | 3 | 0.5 | -1 | 8 | x | 1
Cc1sc2nc(CSCC(=O)Nc3ccc(OC(F)F)cc3)[nH]c(=O)c2c1C | 5 | 1 | -0.8 | -4 | 0 | -1 | -4
O=C(CSc1nnc(-c2cccnc2)o1)N1CCCCC1 | -1 | 2 | -0.4 | 3 | -1 | -4 | 0
Cc1ccc(CNC(=O)CCC2CCCN(Cc3c(C)nn(C(C)C)c3C)C2)o1 (configuration not stated) | -2 | -3 | 0.1 | -9 | x | -7 | -3
C[C@H](CO)N1C[C@H](C)[C@H](CN(C)C)OCCCC[C@H](C)Oc2ccc(NS(=O)(=O)c3cn(C)cn3)cc2C1=O | 0 | 2 | -1.5 | -5 | 6 | 0[16.7 µM] | -6
COc1ccccc1C#Cc1ccc2c(c1)[C@H]1[C@H](CCN1S(=O)(=O)c1ccc(C)cc1)[C@H](CO)N2 | x | x | -0.4 | x | -7 | 11[16.7 µM] | x
CC=Cc1ccc2n(c1=O)C[C@@H]1[C@@H](CO)[C@H](C(=O)NCc3ccccc3)[C@H]2N1S(C)(=O)=O (mixture of isomers) | 2 | -5 | -0.3 | -3 | u | 0[16.7 µM] | -12
C=CCNC(=S)N/N=C/c1cn(-c2ccccc2)nc1-c1ccc(OC)cc1 | 3 | 7 | 1.7 | -1 | 10 | x | x
CCC(=O)Nc1ccc2c(c1)OC[C@H](C)N(Cc1ccccc1OC)C[C@@H](C)[C@H](OC)CN(C)C2=O | 0 | 0 | 0.9 | -3 | -8 | x | 12
N#C[C@H]1[C@H](c2ccccc2-c2ccccc2)[C@@H](CO)N1C(=O)NC1CCCCC1 | -3 | 2 | 1.3 | 0 | 0 | x | 4
COc1ccc(CCNC(=S)N2CCC(Cc3ccccc3)CC2)cc1OC | -2 | -4 | -2.2 | 0 | -6 | x | -3
CCOc1ccccc1NC(=O)C1CCCN(S(C)(=O)=O)C1 (configuration not stated) | -2 | 1 | 2.9 | 2 | 0 | 0 | -1
C[C@@H]1CN([C@H](C)CO)C(=O)c2cccc(NS(=O)(=O)c3ccc(F)cc3)c2O[C@@H]1CN(C)C(=O)Nc1ccc(C(F)(F)F)cc1 | 1 | 0 | 2.4 | 1 | 19 | 9[16.7 µM] | 0
COc1ccc(S(=O)(=O)N2CC[C@@H]3[C@H]2c2cc(-c4cccc(C#N)c4)ccc2N[C@@H]3CO)cc1 | -1 | -2 | -1.8 | 1 | -23 | -2[16.7 µM] | 1
CCCc1cc(=O)oc2c3c(cc(OCC(=O)NCCCn4ccnc4)c12)OC(C)(C)CC3 | 11 | 6 | 2.9 | -2 | -5 | -6 | x
